Screening data: PubChem, several laboratories
Platelet DG rel = modulates dense granule release in human platelets | human platelet-rich plasma, SFLLRN dense granule ATP release, luminescence | inhibition, %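 (compounds screened at 7.5 µM in platelet-rich plasma)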 | 300,000 tested, 0.22% active;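 active = mean replicate score, as percent of positive control, at or above 50; inconclusive = mean below 50 but at least one replicate at or above 50; inactive = mean and every replicate below 50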
KLF5 inh = inhibitors of KLF5 expression; DLD-1 KLF5 promoter-luciferase reporter, luminescence; inhibition, % at 5 µM; 290,000 tested, 0.23% active; AID 1700;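 active = inhibition above a per-plate limit of that plate's mean compound inhibition plus 3 SD, cut at about 60% in these data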;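 note: 0% = DMSO wells and 100% = LY294002 at 200 µM; higher means less KLF5 promoter-driven luciferase light; inactives centre near -14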
AI-2 QS mod = modulates the Vibrio harveyi AI-2 quorum sensing system | AID 2094 | activity change, % at 7.5 µM | 300,000 tested, 0.4% active | Vibrio harveyi JMH597 AI-2 luminescence/OD600 ratio, 9 h; hits give low values; strain lacks LuxN and CqsS sensors; 0 = neutral-control median; in the data active = activity change below about -75%, passing the limit was not always enough; inconclusive = no clear call, values can overlap the other calls;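 note: luminescence divided by OD600 gain over 9 h not by final OD600 alone; inactives centre near 13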
HSF1 inh = HSF1 inhibition | NIH3T3-HGL HSE-luciferase, MG132-induced, luminescence 8 h; hits give low values | activity change, negative = inhibition, % at 7.5 µM (by protocol) | 300,000 tested, 0.77% active | AID 2098;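 active = more than half of replicate wells show activity change below -50%, luminescence cut by over half; inconclusive = some wells, but at most half, below -50%; inactive = no replicate well below -50%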;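 note: luciferase reports HSF-1 transcriptional activity via heat shock element; 0% = median of DMSO wells and -100% = zero luminescence signal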
aSyn 5UTR inh = 5' untranslated region of α-synuclein, MLPCN primary screen; alpha-synuclein 5'UTR reporter, inhibitor activity; inhibition, % (tested at 7.5 µM); 300,000 tested, 0.82% active; AID 1813; in the data active = inhibition above about 60%; inconclusive = no clear call, values can overlap the other calls;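 note: H4 neuroglioblastoma cells stably carrying SNCA 5'UTR luciferase fusion; 0% = DMSO wells and 100% = positive control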
HIF activator = HIF pathway transcriptional activation; AID 1910; 300,000 tested, 0.32% active; U2OS HRE-luciferase reporter, luminescence; normalized: DMSO 0%, desferrioxamine 100%; activation, % at 7.5 µM (by protocol);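 active = mean activation of at least 10% of the iron chelator positive control signal, with at least half of replicates also reaching 10%; inconclusive = mean and replicate majority disagree about reaching 10%; inactive = mean and most replicates under 10%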
IEC-6 tox = IEC-6 cytotoxicity, counter-screen for KLF5 inhibitors; 290,000 tested, 0.78% active; AID 1825; luminescence viability; inhibition, % at 5 µM; in the data active = inhibition above about 22%;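 note: 0% = plate median of test compound wells and 100% = cytotoxic reference compound wells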
HSP90 refold inh = blocks HSP90-mediated luciferase refolding in reticulocyte lysate; inhibition, % at 5.6 µM; AID 1789; Rabbit reticulocyte lysate, luciferase refolding luminescence, 3 h; 290,000 tested, 0.91% active;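 active = inhibition above the screen-wide mean plus 3 SD, computed separately per campaign, cut at about 16% in these data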;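 note: 0% = DMSO wells and 100% = 60 µM geldanamycin wells; inhibitors lower the luminescence because luciferase stays unfolded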
SKKanGAS inh = blocks kanamycin growth of S. pyogenes SKKanGAS strain; inhibition, % at 7.5 µM; BacTiter-Glo, 6 h; AID 1662; 300,000 tested, 1.3% active;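 active = mean replicate score, as percent of positive control median, at least 50; inconclusive = mean below 50 but one replicate at or above 50; inactive = mean and every replicate below 50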;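 note: strain carries kanamycin resistance gene driven by streptokinase promoter and grows in 40 µg/ml kanamycin; loss of luminescence reflects streptokinase promoter inhibition or plain growth inhibition; 0% = median of DMSO wells and 100% = positive control at its reference dose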
HSF-1 act = increases HSF-1 driven luciferase reporter signal. 300,000 tested, 1.7% active. NIH3T3-HGL HSF-1 luciferase reporter, MG132, 8 h; 100% = twice DMSO control signal. AID 504408. activation, % at 9 µM;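 active = mean replicate activation of at least 50% with a set share of replicates each reaching 50%; inconclusive = only one of those two conditions met; inactive = mean below 50% and too few replicates reaching it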;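 note: 0% = median of the neutral control wells and 100% = twice that signal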
* marks the source's active call; other numbers are inactive results; ? = inconclusive; · = no result given.

nr	smiles	Platelet DG rel	KLF5 inh	AI-2 QS mod	HSF1 inh	aSyn 5UTR inh	HIF activator	IEC-6 tox	HSP90 refold inh	SKKanGAS inh	HSF-1 act
1	CC(C)Oc1ccc(OCCn2c(S(=O)(=O)O)nc3c(N)ncnc32)cc1	2	-24	7	7	14	-2.7	2	3	6	44
2	Cc1cc(Cl)ccc1NC(=S)NCCC(c1ccccc1)c1ccccc1	4	-6	9	4	-5	-2.0	2	1	66*	-4
3	O=C(Cn1cccc1C(=O)c1ccccc1)NCCCc1ccccc1	-5	-20	10	5	13	0.4	-12	-8	-8	0
4	CSc1nnc(N2C(=O)C(O)=C(C(=O)c3ccco3)C2c2ccccc2)s1 (centres undefined)	2	-57	13	6	-28	0.7	-7	-3	4	-5
5	CS(=O)(=O)N1CCN(c2ccc(NC(=O)CSc3ccc(Cl)cc3)cc2)CC1	-5	-64	21	17	23	0.0	0	0	4	17
6	CN(C)c1nc(SCc2ccccc2)nc(N2CCOCC2)n1	-1	-70	7	-2	30	-0.7	2	0	-3	9
7	Cc1ccc(NC(=O)CCS(=O)(=O)c2cc3[nH]c(=O)c(=O)[nH]c3cc2C)cc1	-4	13	16	-6	-8	-0.2	-2	-1	3	-22
8	COC(=O)CNC(=O)COC(=O)/C=C/c1ccc(F)cc1	-7	-5	20	-1	-30	0.0	-1	-2	11	7
9	CCOC(=O)/C(=C\c1ccccc1)C(=O)c1cc(C(C)=O)c(Nc2ccccc2)s1	-7	-17	21	-5	-29	0.7	5	4	-17	1
10	O=S(=O)(/N=C(/Nc1ccccc1)c1ccccc1O)c1ccccc1	4	-19	-1	-2	-79	1.3	0	1	0	12
11	O=C1CCC(=O)N1OCCCOc1ccc2c(c1)CCC2	-6	-35	34	4	3	-0.4	-1	-4	-9	19
12	CC(NC(=O)Cn1nc(C(=O)O)c2ccccc2c1=O)c1ccccc1 (centres undefined)	-15	-6	22	25	1	0.1	-2	0	0	52*
13	CC(CC(=O)O)CC(=O)NNC(=O)c1cccc(Br)c1 (centres undefined)	-3	13	-15	-7	-6	0.1	2	-3	2	-9
14	Cc1cccc(C)c1-n1nnnc1-c1cnccc1C(F)(F)F	9	-11	8	-6	-5	0.6	-1	3	-2	5
15	Cc1ccsc1C1C2=C(CC(C)(C)CC2=O)Nc2ncnn21 (centres undefined)	6	-21	16	3	16	-0.1	2	-1	-5	4
16	COc1ccc(-c2cc(=O)oc3c(C)c(OCC(=O)NCCCn4ccnc4)ccc23)cc1	2	-4	21	1	25	0.1	0	1	-3	4
17	CNC(=S)N1CCN(c2nc(-c3ccc(F)cc3)cs2)CC1	-10	-28	10	-1	-43	0.1	5	3	-2	-9
18	Cc1ccc(C(C(=O)NC2CCCCC2)N(Cc2ccco2)C(=O)C2COc3ccccc3O2)o1 (centres undefined)	-4	-23	-3	10	4	-0.1	2	2	9	-13
19	COc1cccc(/C=C/C(=O)OCC(=O)Nc2cc(S(=O)(=O)N3CCOCC3)ccc2C)c1	-6	-6	16	-2	-6	-0.2	9	1	0	5
20	O=C(CN(c1cccc(Cl)c1)S(=O)(=O)c1ccc(Cl)cc1)NCc1ccccn1	-21	-8	13	3	15	0.1	-6	0	-3	18
21	Cc1ccc2oc(-c3cccc(NC(=O)C4CCCO4)c3)nc2c1 (centres undefined)	5	-133	19	5	-181	0.7	3	9	7	14
22	CCOC(=O)C1CCCN(S(=O)(=O)Cc2ccc(Cl)cc2)C1 (centres undefined)	3	-6	16	1	-9	0.0	-6	1	-1	2
23	COC(=O)Cc1[nH]n(-c2nc3ccccc3s2)c(=O)c1C(C)=Nc1ccc(OC)cc1	0	10	6	-59*	69*	-2.6	1	2	23	-63
24	COc1ccc(C(CNS(=O)(=O)c2ccccc2)N2CCN(C)CC2)cc1 (centres undefined)	-2	·	19	3	-8	0.3	·	·	46	-3
25	CC(C)(C)C1CCC2(CC1)Nc1cccc3cccc(c13)N2	-4	-30	23	1	6	-0.8	12	-1	7	7
26	CCN1CCN(CC(=O)Nc2nc3ccc(OC)cc3s2)CC1	-6	7	18	-9	-24	0.3	2	0	-10	-6
27	Cc1ccc(N=C2NC(=O)C(CC(=O)O)S2)cc1 (centres undefined)	1	-21	14	-2	7	-0.1	4	-2	1	-4
28	CCOCCCNC(=O)c1ccc(OC(C)=O)cc1	13	4	28	-5	-10	0.8	-1	1	12	-10
29	COCCCNC(=O)/C(=C\c1cccn1C)NC(=O)c1cccs1	-1	-6	21	-1	-8	0.2	-10	8	7	-7
30	Cc1ccc(S(=O)(=O)N2CCCC(C(=O)NCCC3=CCCCC3)C2)cc1 (centres undefined)	4	-36	·	-8	22	-0.2	-2	7	-6	15

An excerpt from above in order of count of non-hydrogen atoms, low to high.
nr	smiles	Platelet DG rel	KLF5 inh	AI-2 QS mod	HSF1 inh	aSyn 5UTR inh	HIF activator	IEC-6 tox	HSP90 refold inh	SKKanGAS inh	HSF-1 act
13	CC(CC(=O)O)CC(=O)NNC(=O)c1cccc(Br)c1 (centres undefined)	-3	13	-15	-7	-6	0.1	2	-3	2	-9
10	O=S(=O)(/N=C(/Nc1ccccc1)c1ccccc1O)c1ccccc1	4	-19	-1	-2	-79	1.3	0	1	0	12
7	Cc1ccc(NC(=O)CCS(=O)(=O)c2cc3[nH]c(=O)c(=O)[nH]c3cc2C)cc1	-4	13	16	-6	-8	-0.2	-2	-1	3	-22

Three compounds out of the list above, arranged by the value under HSP90 refold inh, smallest number first:
| no. | structure | HSP90 refold inh |
| --- | --- | --- |
| 7 | Cc1ccc(NC(=O)CCS(=O)(=O)c2cc3[nH]c(=O)c(=O)[nH]c3cc2C)cc1 | -1 |
| 5 | CS(=O)(=O)N1CCN(c2ccc(NC(=O)CSc3ccc(Cl)cc3)cc2)CC1 | 0 |
| 18 | Cc1ccc(C(C(=O)NC2CCCCC2)N(Cc2ccco2)C(=O)C2COc3ccccc3O2)o1 (centres undefined) | 2 |

Following part.
nr	smiles	Platelet DG rel	KLF5 inh	AI-2 QS mod	HSF1 inh	aSyn 5UTR inh	HIF activator	IEC-6 tox	HSP90 refold inh	SKKanGAS inh	HSF-1 act
31	COc1ccc(CNCc2ccc(OC)c3ccccc23)cc1	-7	-3	17	6	16	-0.3	0	-4	-6	-11
32	O=[N+]([O-])C(C1CCS(=O)(=O)C1)C1CCS(=O)(=O)C1 (centres undefined)	7	-31	40	-10	-12	-0.5	-1	-3	3	0
33	COc1ccc(Cn2nnnc2C(CC(C)C)N2CCN(c3ccccc3)CC2)cc1 (centres undefined)	5	-15	11	13	28	-0.4	2	7	4	9
34	Cc1ccc(CNC(=O)C2=CCN(S(=O)(=O)c3ccc(C)cc3)CC2)cc1	5	7	11	-2	-17	·	-2	0	1	10
35	Cc1ccc(OCCC(=O)OCC(=O)Nc2ccc3[nH]c(=O)[nH]c3c2)cc1	-2	·	23	0	7	0.1	·	·	-9	3
36	FC(F)(F)c1ccc2nnc(-c3c(Cl)cccc3Cl)n2c1	3	-65	34	-1	7	0.1	-1	-7	-2	12
37	Cc1ccc(NC(=O)CCCc2ccccc2)nc1	-3	-64	20	15	-100	2.3	-2	-2	7	28
38	CC1(C)OC(C(O)(c2ccccc2)c2ccccc2)[C@@H](C(O)(c2ccccc2)c2ccccc2)O1 (some centres undefined)	2	2	19	-1	13	0.0	-7	-2	51*	-10
39	COc1ccc(-c2nnc(-c3cccs3)o2)cc1OC	10	-162	-2	39	-148	3.0	-1	-2	-7	60*
40	COc1cccc(-n2c(-c3ccco3)nc3nc4ccccc4nc32)c1	5	-21	9	12	-9	-0.1	3	-2	11	13
41	O=C(c1cccc(NC2=NC3CS(=O)(=O)CC3S2)c1)N1CCN(c2ccc(F)cc2)CC1 (centres undefined)	-5	0	47	-2	-2	-0.2	-1	2	-3	1
42	FC(F)(F)c1cccc(OCc2nnc3n2CCC3)c1	-21	-5	17	-5	27	-0.4	-7	0	1	-2
43	Cc1c(NC(=O)C(Sc2ccccc2)c2ccccc2)cccc1[N+](=O)[O-] (centres undefined)	2	15	6	14	14	0.0	-4	1	25	30
44	CNC(=O)CC(C(=O)O)c1ccc(OCC(C)C)cc1 (centres undefined)	-9	-1	-4	-5	-4	-0.8	5	0	-3	-20
45	CCn1c(C)c2c(C)nnc(C)c2c1C	-8	-7	15	-10	0	-0.3	0	3	-16	-6
46	COc1ccccc1OCCNC1CCCC1	3	-34	10	-14	2	0.0	-3	-3	3	-11
47	O=c1oc2ccccc2cc1N1CCOCC1	3	-18	15	-3	-2	0.1	4	-6	-8	-24
48	CCOC(=O)N1CCN(CC(=O)Nc2sc(CC)cc2C(=O)c2ccc(OC)cc2)CC1	-6	26	50	3	-22	-0.3	6	4	5	31
49	COCCCNc1nc2c(c(=O)n(Cc3ccc(Cl)cc3)c(=O)n2C)n1C	-3	-11	8	2	31	0.4	5	2	11	10
50	Nc1ccc([N+](=O)[O-])cc1C(=O)NNC(=O)c1ccco1	0	4	10	-4	-4	0.0	-2	0	1	2
51	C=CCCC(=O)NC1CC(C)(C)Cc2c1cnn2-c1cccc(F)c1 (centres undefined)	-10	-6	6	-1	13	1.0	0	0	-3	-9
52	C/C(=N\NC(=O)c1cccs1)C(C)(C)C	-11	-20	26	16	-94	2.0	4	-6	-8	43
53	CC(C)c1ccc(NC(=O)C(c2ccc3c(c2)OCO3)N2CCN(C(=O)c3ccco3)CC2)cc1 (centres undefined)	1	6	19	11	10	-18	1	6	0	23
54	CC(C)N(C(=O)CSc1nnc(NC(=O)c2ccco2)s1)C(C)C	2	-62	6	1	2	0.0	2	-2	-6	11
55	CC1=NN(/C(=N\c2nnc(C)s2)Nc2ccccc2)[C@H](c2cccc3ccccc23)S1	-3	-25	17	1	24	-0.6	6	5	5	34
56	Cc1ccc(Cn2ccc(NC(=O)C3C4CCC(C4)C3C(=O)O)n2)cc1 (centres undefined)	6	-15	-58	-6	6	0.0	-1	0	-5	-6
57	COc1ccc(CCNC(=O)c2ccc(C)s2)cc1OC	27	-41	8	11	-28	0.8	-6	-1	1	18
58	Cc1noc(C)c1CSc1nc2sc(C)c(C)c2c(=O)n1C1CCCC1	2	-3	31	2	47	-1.6	2	8	?	-13

Retrieved by compound from the list above:
nr	smiles	Platelet DG rel	KLF5 inh	AI-2 QS mod	HSF1 inh	aSyn 5UTR inh	HIF activator	IEC-6 tox	HSP90 refold inh	SKKanGAS inh	HSF-1 act
53	CC(C)c1ccc(NC(=O)C(c2ccc3c(c2)OCO3)N2CCN(C(=O)c3ccco3)CC2)cc1 (centres undefined)	1	6	19	11	10	-18	1	6	0	23
38	CC1(C)OC(C(O)(c2ccccc2)c2ccccc2)[C@@H](C(O)(c2ccccc2)c2ccccc2)O1 (some centres undefined)	2	2	19	-1	13	0.0	-7	-2	51*	-10
34	Cc1ccc(CNC(=O)C2=CCN(S(=O)(=O)c3ccc(C)cc3)CC2)cc1	5	7	11	-2	-17	·	-2	0	1	10
52	C/C(=N\NC(=O)c1cccs1)C(C)(C)C	-11	-20	26	16	-94	2.0	4	-6	-8	43

Random draw from the library; 6% or so of the library scored in one or more.
